TrxR1 substrate: rat thioredoxin reductase 1 substrate activity | AID 588456 | O89049 | purified TrxR1 substrate turnover, NADPH consumption readout | Potency, µM (top dose mostly 114 µM), for the others: at the highest dose activity change, negative = substrate turnover | actives 0.01% (n = 390,000); also: potency is read from the fitted curve at half-maximal effect; % is scaled to controls: 0 for no effect and ±100 for the full control effect; nearly all actives have a fitted effect of over 50% in size
Target sequence (O89049 whole entry, looked up): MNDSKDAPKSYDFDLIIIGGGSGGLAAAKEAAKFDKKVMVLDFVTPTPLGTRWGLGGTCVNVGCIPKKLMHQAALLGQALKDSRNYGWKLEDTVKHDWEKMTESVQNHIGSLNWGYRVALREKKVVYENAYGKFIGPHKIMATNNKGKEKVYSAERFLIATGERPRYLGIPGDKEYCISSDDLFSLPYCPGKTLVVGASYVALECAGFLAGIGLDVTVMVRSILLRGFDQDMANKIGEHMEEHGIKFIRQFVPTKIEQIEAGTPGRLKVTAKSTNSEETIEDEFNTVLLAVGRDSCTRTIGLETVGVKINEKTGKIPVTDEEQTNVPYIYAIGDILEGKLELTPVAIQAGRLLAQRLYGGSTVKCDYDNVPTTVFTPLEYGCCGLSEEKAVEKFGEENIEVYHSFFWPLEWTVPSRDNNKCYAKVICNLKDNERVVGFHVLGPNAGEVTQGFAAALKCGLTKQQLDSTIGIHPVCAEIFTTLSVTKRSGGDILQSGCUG
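Rat TrxR1, dispensed at 90 nM, was prereduced with 400 uM NADPH (final) for 5 min at ~22 deg C, then incubated with compound 15 min before 400 uM selenite. A first-read NADPH fluorescence drop versus no-compound background flagged substrates.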
HP1b chromo inh: blocks HP1-beta chromodomain binding to methylated histone tails. P83916. AlphaScreen HP1-beta / biotin-H3K9me3 peptide binding. Potency, µM (series often up to 114 µM), for inactives: at the highest dose activity change, negative = inhibition, actives largely listed as inhibitors. actives 0.56% (n = 390,000). AID 540317; also: potency is read from the fitted curve at half-maximal effect; nearly all actives have a fitted effect of over 70% in size; inactives centre near 23
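Compound inhibition of the preformed complex between 50 nM HP1-beta and 50 nM biotinylated H3K9me3 peptide was read by AlphaScreen. Buffer was PBS pH 7.4 with 0.01% Tween-20. Incubations ran 30 min at room temperature, with 10 ug/mL donor/acceptor beads.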
USP1 inh: inhibitors of human USP1/UAF1 deubiquitinase; O94782; recombinant USP1/UAF1, Ub-Rhodamine cleavage fluorescence; Potency, µM (titrated, usually from 57.1 µM), without a hit: at the highest dose activity change, negative = inhibition, actives largely listed as inhibitors; actives 0.23% (n = 390,000); also: potency is read from the fitted curve at half-maximal effect; % is scaled to controls: 0 for no effect and ±100 for the full control effect; nearly all actives have a fitted effect of over 60% in size; inactives centre near -12
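1 nM enzyme complex + cpd, 15 min RT; start with Ub-Rho 150nM final; kinetic fluorescence ex 480/em 540, 6 reads q60 s. Buffer 50mM HEPES pH 7.8, 0.5mM EDTA, 0.1 mg/ml BSA, 1mM TCEP, 0.01% Tween-20.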
TrxR1 inh: rat TrxR1 inhibition. O89049. recombinant rTrxR1, NADPH fluorescence consumption, selenite substrate. Potency, µM (series often up to 114 µM), without a hit: top-dose activity change, negative = inhibition, usual class: inhibitors. actives 1% (n = 390,000). AID 588453; also: potency is read from the fitted curve at half-maximal effect; % is scaled to controls: 0 for no effect and ±100 for the full control effect; nearly all actives have a fitted effect of over 65% in size
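Rat TrxR1 (90 nM in the dispensed reagent) was pre-reduced with 400 uM NADPH for 5 min at room temperature, then incubated with compound for 15 min. After 400 uM selenite was added, NADPH fluorescence (Ex 340/Em 450 nm) was followed for 8 min.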
Pin1 inh: human Pin1 inhibition; Pin1 FP peptide displacement, HiFluor488, 10 min; Q13526; actives 0.009% (n = 390,000); Potency, µM (series often up to 115 µM), inactives show top-dose activity, negative = inhibition, hits mostly inhibitors; AID 504891; active = well fitted inhibition curve with a large enough effect in the polarisation, with a control signal flat, not every such curve was filed as active; inconclusive = small, poorly fitted or top-dose-only effect, or effect the other way, or a change in a side signal; inactive = no such curve, though single readings can be large or run the other way; the % refers to the polarisation; also: potency is read from the fitted curve at half-maximal effect; % is scaled to controls: 0 for no effect and ±100 for the full control effect
Target sequence (Q13526 whole entry, looked up): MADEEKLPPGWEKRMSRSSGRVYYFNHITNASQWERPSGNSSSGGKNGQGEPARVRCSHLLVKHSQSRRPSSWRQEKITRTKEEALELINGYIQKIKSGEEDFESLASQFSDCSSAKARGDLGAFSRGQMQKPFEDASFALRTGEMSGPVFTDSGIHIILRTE
GLS inhibitor: glutaminase GLS (human) inhibition; Potency, µM (highest dose often 45.5 µM), without a hit: top-dose activity change, negative = inhibition, hits mostly inhibitors; AID 624170; GLS enzymatic activity, qHTS titration; actives 0.21% (n = 410,000); also: potency is read from the fitted curve at half-maximal effect; % is scaled to controls: 0 for no effect and ±100 for the full control effect
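Glutamate formation by hKGA was monitored fluorometrically using coupled glutamate oxidase, HRP and Amplex Red. Substrate was added as 1 mM L-glutamine solution; incubation was 30 min at RT after an initial read.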
PI4K2A block: inhibitors of human PI4K2A; activity change, negative = inhibition, % at 76.9 µM; Q9BTU6; purified PI4K2A, ADP-Glo luminescence, 1 h; stronger effect = lower value; actives 0.13% (n = 420,000); in the data active = activity change below about -50%; inconclusive = mostly about -30% to -49%;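 also: -100% = wells without enzyme as full effect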
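Compounds are screened against recombinant PI4K2A using PI as substrate and ATP, the latter dispensed at 300 microM. Reactions run one hour at ambient temperature before ADP-Glo detection; full inhibition defined by wells lacking enzyme.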
PGK inhibitor: blocks T. brucei phosphoglycerate kinase; P07378; PGK/GAPDH coupled, Kinase-Glo luminescence, 60 min; Potency, µM (doses to about 57.5 µM), for the others: at the highest dose activity change, negative = inhibition, hits mostly inhibitors; actives 0.043% (n = 380,000); also: potency is read from the fitted curve at half-maximal effect; % is scaled to controls: 0 for no effect and ±100 for the full control effect; nearly all actives have a fitted effect of over 60% in size
Target sequence (P07378 whole entry, looked up): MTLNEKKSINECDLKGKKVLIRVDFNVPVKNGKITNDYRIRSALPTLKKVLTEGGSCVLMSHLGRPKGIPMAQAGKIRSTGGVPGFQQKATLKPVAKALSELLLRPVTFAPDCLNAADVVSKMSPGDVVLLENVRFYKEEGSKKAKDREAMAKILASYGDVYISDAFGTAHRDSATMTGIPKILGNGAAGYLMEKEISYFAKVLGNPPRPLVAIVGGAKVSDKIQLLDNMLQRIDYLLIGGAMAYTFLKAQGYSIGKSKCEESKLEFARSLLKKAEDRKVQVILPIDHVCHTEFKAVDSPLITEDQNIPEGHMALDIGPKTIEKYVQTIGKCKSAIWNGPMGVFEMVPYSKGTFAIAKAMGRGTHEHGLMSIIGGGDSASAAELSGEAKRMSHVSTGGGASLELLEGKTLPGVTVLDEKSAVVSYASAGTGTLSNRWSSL
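Luminescent ATP detection (Kinase-Glo Plus) follows a 60-minute room-temperature incubation, with wells lacking PGK as controls. Buffer: 100 mM TEA (pH 7.6), 5 mM MgCl2, 0.01% Tween-20. Coupling enzyme GAPDH (100 nM final) supplies unstable 1,3-BPG in-well.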
IDH1 R132H inh: human IDH1 R132H inhibition | Potency, µM (series often up to 76.6 µM), inactives show at the highest dose activity change, negative = inhibition, actives largely listed as inhibitors | IDH1-R132H enzyme, NADPH consumption, diaphorase/resazurin fluorescence | actives 0.093% (n = 390,000) | AID 602179 | O75874; also: potency is read from the fitted curve at half-maximal effect; % is scaled to controls: 0 for no effect and ±100 for the full control effect; nearly all actives have a fitted effect of over 65% in size
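IDH1-R132H (0.5 ug/mL dispensed) in pH 7.5 Tris buffer was preincubated 30 min with compound, then given a substrate mix of 0.016 mM NADPH and 2 mM alpha-KG for 80 min at room temperature; remaining NADPH was read by diaphorase/resazurin fluorescence.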
Starred values were filed as active, the others as inactive; i = inactive; ? = inconclusive; / = no result given; [ ] = another dose, or the depositor's remark. Unless noted, calls follow the shape of the dose curve; as a rule, active = well fitted curve in the direction sought with a large enough effect; inconclusive = small, poorly fitted or top-dose-only effect, or another doubt; inactive = no such curve, though single readings can be large; an effect the other way counts as inactive or inconclusive.

SMILES	TrxR1 substrate	HP1b chromo inh	USP1 inh	TrxR1 inh	Pin1 inh	GLS inhibitor	PI4K2A block	PGK inhibitor	IDH1 R132H inh
S=C(Nc1ccc2c(c1)OCO2)N1CCN(Cc2ccco2)CC1	-4%	26%	-8%	-13%	?	15%	-1	-4%	4%
Cc1cc(C)c(S(C)(=O)=O)c(Oc2ccc(C(C)(C)C)cc2)n1	-12%	71%[activator]	-8%	-14%	-3%	-11%	8	i	7%
CCOCC(=O)Nc1nc2ccc(S(C)(=O)=O)cc2s1	8%[57.1 µM]	25%	-21%	7%[57.1 µM]	2%	3%	-6	i	5%
COC(=O)C(C(=O)OC)C(C)C(C(=O)OC)C(=O)OC	-10%	34%	-9%	-6%	-1%	2%	2	-2%	9%
Cc1ccc(NCc2nnc(SCC(=O)N(Cc3ccccc3)C(C)(C)C)o2)c(C)c1	4%[57.1 µM]	-13%	-25%	9%	6%	1%	3	-4%	1%
c1cnn(Cc2cnc(N3CCOCC3)s2)c1	6%	38%	-17%	10%	-3%	2%	5	1%	7%
COc1cc(/C=N/NC(=O)c2nc(C)cc(C)n2)ccc1O	-11%	25%	8%	-8%[57.1 µM]	-13%	48%[activator]	4	0%	3%
CCN(C(=O)COC(=O)c1cccc(S(=O)(=O)NCc2ccccc2)c1)c1ccccc1	1%	20%	-17%	12%	-1%	5%	3	4%	5%
Cc1ccccc1OCC(=O)NC(C)c1ccccc1 (stereo unspecified)	4%	37%	-23%	24%	-2%	0%	0	2%	2%
Cc1ccc(-n2nnnc2SCc2nnc(-c3ccccc3Br)o2)c(C)c1	-1%[57.1 µM]	35%	-11%	15%	38%[activator]	12%	-1	/	3%
O=C(NCCCN1CCC(Cc2ccccc2)CC1)C1CCN(S(=O)(=O)N2CCOCC2)CC1	-2%	20%	-6%	-2%	6%	25%	17	6%	-2%
CC(=O)c1ccc(N2CCN(c3ccc(S(=O)(=O)N4CCN(C)CC4)cn3)CC2)cc1	-15%	8%	1%	-13%	?	10%	2	i	5%
COc1ccccc1N(CCC#N)C(=O)CSc1nc(-c2ccccc2)cn1N	-10%	8%	-2%	-12%	-4%	25%	0	i	8%
COc1cc(NC(=O)CN(C)CCOc2ccccc2)c(C)cc1[N+](=O)[O-]	-4%	28%	-24%	-8%	-11%	2%	1	-3%	4%
O=C(Sc1nnc(-c2ccccc2)o1)N1c2ccccc2Sc2ccccc21	5%	-20%	-25%	17%	-23%	8%	8	-4%	6%
O=C(CCN1C(=O)[C@@H]2Cc3ccccc3CN2C1=O)N[C@H](C(=O)O)c1ccccc1	6%	21%	-28%	36%[activator]	-6%	-5%	1	-7%	-3%
O=C(NC(=S)N1CCCCCC1)c1ccc(Cl)cc1Cl	-7%[57.1 µM]	33%	-14%	-4%[57.1 µM]	20%	20%	-2	-3%	-3%
CC(Oc1ccccc1)C(=O)N1CCC2(CC1)Oc1ccc(F)cc1C(=O)C21CC(c2ccccc2)=NO1 (stereo unspecified)	-6%	5%	12%	1%	2%	12%	2	8%	-1%
Cc1c(CC(=O)NCCCCCC(=O)O)c(=O)oc2cc3occ(-c4ccccc4)c3cc12	4%	51%[activator]	-26%	6%	30%	31%[activator]	0	-12%	-5%
O=C(CSc1nnc(Cc2ccccc2)n1-c1ccccc1)N1CCOCC1	-2%[57.1 µM]	24%	5%	-13%[57.1 µM]	5%	-3%	-2	-1%	-3%
CCCn1c(N)c(C(=O)CSc2nc3ncc(Cl)cc3[nH]2)c(=O)[nH]c1=O	-13%	22%	0%	-27%	-1%	-1%	-2	7%	-2%
COCCn1c(C)cc(C(=O)COC(=O)Cc2n[nH]c(=O)c3ccccc23)c1C	8%[57.1 µM]	4%	-11%	14%[57.1 µM]	-6%	-1%	-2	-9%	6%
CCCCn1ccnc1C(=O)c1ccc(S(=O)(=O)N2CCCC2)cc1	-8%	36%	-3%	6%	2%	17%	1	-8%	5%
O=C1CC(c2ccccc2)(c2ccccc2)c2ccccc21	-6%	85%[activator]	-15%	9%[57.1 µM]	1%	56%[activator]	1	-4%	-4%
CC1CCCC(NC(=O)COC(=O)/C=C/c2ccco2)C1C (stereo unspecified)	-1%	8%	-7%	22µM*	-1%	-7%	0	-12%	-2%
More results:
SMILES	TrxR1 substrate	HP1b chromo inh	USP1 inh	TrxR1 inh	Pin1 inh	GLS inhibitor	PI4K2A block	PGK inhibitor	IDH1 R132H inh
O=C(O)c1ccc(CN2C(=O)c3cccc4c([N+](=O)[O-])ccc(c34)C2=O)cc1	-5%	5%	-26%	?	?	-3%	-3	-13%	3%
Cc1nn(C)c(C(=O)NNC(=S)Nc2ccc(Cl)cc2)c1[N+](=O)[O-]	-1%	-3%	-4%	?	-1%	33%[activator]	6	-4%	4%
O=C(N/N=C/c1c(Cl)cccc1Cl)c1ccc(F)cc1	7%	21%	-15%	25%	-2%	3%	-3	4%	0%
CCOC(=O)C(Cc1ccc(N)cc1)N1C(=O)c2ccccc2C1=O (stereo unspecified)	5%	16%	-20%	23%	-11%	1%	-4	i	4%
COc1ccc(C(C(=O)NCC2CCCO2)N(C(=O)CNC(=O)c2ccco2)c2cc(C)ccc2C)cc1OC (stereo unspecified)	6%[57.1 µM]	47%[activator]	-7%	3%[57.1 µM]	-11%	-10%	-5	-4%	5%
O=C(NCc1ccc2c(c1)OCO2)c1c(-c2ccccc2)sc2ccccc12	-2%	45%[activator]	4%	-11%	4%	-1%	2	10%	7%
CSc1cccc(Nc2ccc(S(=O)(=O)N3CCOCC3)cc2[N+](=O)[O-])c1	-5%	-14%	-13%	10%	?	12%	-1	10%	0%
COc1ccc2sc(-c3ccccc3OC)c(-c3ccc(OCCN4CCCC4)cc3)c2c1	6%	?	-25%	19%	23%	-6%	-3	i	5%
Cc1ccc(S(=O)(=O)c2ncccc2[N+](=O)[O-])cc1	-1%[57.1 µM]	58%[activator]	-19%	2µM*	0%	-7%	0	i	15%
O=C(O)COc1c(Cl)cc(/C=C2/NC(=O)NC2=O)cc1Br	-19%[57.1 µM]	45%[activator]	-9%	24%[57.1 µM]	1%	0%	-4	-4%	13%
COc1ccc(N=C2CCCN2CC(N)=O)cc1	8%[57.1 µM]	63%[activator]	-16%	12%[57.1 µM]	0%	-3%	3	4%	1%
Cc1nn(CC(=O)NCCc2ccc(Cl)cc2Cl)c(C)c1[N+](=O)[O-]	9%[57.1 µM]	4%	-4%	13%[57.1 µM]	9%	3%	-1	-3%	14%
CCCCC(=O)Nc1ccc(C(=O)Nc2ccc(S(=O)(=O)Nc3ccc(C)cc3)cc2)cc1	3%	14%	-12%	10%	1%	5%	-4	-11%	-1%
Cc1ccc(SC2=C(C(=O)O)CCCC2)cc1	3%	31%	-15%	15%	-10%	-15%	-1	i	-8%
Fc1cccc2sc(Nc3nc4c(F)cccc4s3)nc12	25%[57.1 µM]	31%	-7%	26%[57.1 µM]	14%	3%	0	-9%	3%
CC1C(=O)C(C)C(c2ccc3c(c2)OCO3)NC1c1ccc2c(c1)OCO2 (stereo unspecified)	3%	18%	-18%	19%	?	-7%	11	-6%	-4%
COc1ccc(C(=O)CSc2nnc(CNc3ccc(C)cc3C)n2Cc2ccco2)cc1	-2%	-21%	-26%	?	28%	-3%	1	-9%	1%
COc1ccccc1NC(=O)CN1C(=O)c2cccc3cccc1c23	6%	32%	?	27%	13%	-2%	-9	6%	-14%
CCOc1ccc(C2c3[nH]c4ccccc4c3CCN2C(=O)Cc2cccc(OCC)c2OCC)cc1 (stereo unspecified)	-7%[57.1 µM]	-19%[57 µM]	-10%	12%[57.1 µM]	9%	-11%	-1	-2%	-15%
CCOc1ccc(CCNC(=O)CN2C(=O)COc3ccc(S(=O)(=O)N4CCCC4)cc32)cc1	1%	37%[activator]	-16%	4%	-4%	1%	0	-7%	11%
Cc1noc(C)c1C(=O)OCC(=O)N1CCc2ccccc21	-9%	-5%	-16%	-12%	-6%	3%	5	-2%	-1%
CCc1nc(Nc2ccccc2F)c2oc3ccccc3c2n1	6%	35%	-9%	11%	0%	0%	-8	-8%	-5%
Cc1cccc(-c2nc(SCC(=O)Nc3ccc4c(c3)OCO4)c(-c3ccccc3)[nH]2)c1	-2%	-7%	-11%	-5%	-1%	-2%	0	24%	9%
Cc1ccc2[nH]c(=O)c(CNC(C)(C)C)cc2c1	26%	14%	0%	26%	-7%	2%	2	-9%	2%
Cc1cccc(Nc2ncnc3c2cnn3C)c1C	1%[57.1 µM]	3%	8%	19%[57.1 µM]	-14%	-7%	-8	-4%	-25%
CC1=C(C)CC(C(=O)NCCCN2CCCC2=O)C(C(=O)O)C1 (stereo unspecified)	6%	39%[activator]	-11%	16%	-5%	0%	-2	2%	-7%
COC(=O)c1onc(-c2c(OC)cc(OC)cc2OC)c1C(=O)OC	-7%	31%	-14%	-10%	-5%	-17%	3	i	4%
CCOc1ccc(CNC(=O)c2cnc3sc(N4CCOCC4)nn3c2=O)cc1	3%[57.1 µM]	-14%	0%	-1%[57.1 µM]	-3%	0%	-3	-10%	43%[activator]
COc1ccc(N2CCN(C(=O)CCc3ccc(S(=O)(=O)NC(C)C)cc3)CC2)cc1	4%[57.1 µM]	24%	-11%	10%	-8%	4%	0	/	0%

Source: PubChem BioAssay (National Center for Advancing Translational Sciences (NCATS))

These rows are one share of the data, so the mix of outcomes need not match the whole.
